Mac1 fbg enh = enhancers of human CD11b/CD18 binding to fibrinogen; activation, % at 10 µM; P05107+P11215; K562 CD11b/CD18 adhesion to fibrinogen, ATPlite luminescence; hit rate 0.07% among 93,000; AID 1499;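 active = 10 µM primary screen giving 50% or more activity, confirmed by 40% or more on retest at that dose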; note: strong numbers were not always called active; reference of the scale not given here
Target sequence (P05107 whole entry, looked up, other chains not shown): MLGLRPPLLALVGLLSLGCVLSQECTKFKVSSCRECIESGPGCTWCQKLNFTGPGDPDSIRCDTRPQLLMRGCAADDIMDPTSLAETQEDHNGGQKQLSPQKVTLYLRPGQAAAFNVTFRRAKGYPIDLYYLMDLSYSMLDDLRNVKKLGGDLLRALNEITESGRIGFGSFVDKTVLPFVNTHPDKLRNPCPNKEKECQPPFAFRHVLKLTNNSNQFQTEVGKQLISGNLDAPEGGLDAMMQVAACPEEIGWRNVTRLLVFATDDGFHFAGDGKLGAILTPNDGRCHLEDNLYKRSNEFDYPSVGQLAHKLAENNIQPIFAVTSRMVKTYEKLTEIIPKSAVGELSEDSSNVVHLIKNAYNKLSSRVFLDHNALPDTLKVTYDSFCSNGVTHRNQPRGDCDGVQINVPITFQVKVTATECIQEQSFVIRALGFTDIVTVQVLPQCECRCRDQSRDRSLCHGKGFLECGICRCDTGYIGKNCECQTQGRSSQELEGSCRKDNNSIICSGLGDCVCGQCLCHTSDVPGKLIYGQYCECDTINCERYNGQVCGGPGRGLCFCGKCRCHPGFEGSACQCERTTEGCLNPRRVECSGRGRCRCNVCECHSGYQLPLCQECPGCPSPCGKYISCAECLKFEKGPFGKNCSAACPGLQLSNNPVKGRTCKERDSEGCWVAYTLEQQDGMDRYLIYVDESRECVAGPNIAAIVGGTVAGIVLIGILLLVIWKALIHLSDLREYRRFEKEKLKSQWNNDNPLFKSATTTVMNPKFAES
PTK2B oligo ant = blocks oligomerization of human Pyk2 in cells. z-score (the deposit names both 25 µM and 10 µM). AID 1347419. hit rate 0.83% among 99,000. Q293 cells, Pyk2 FERM NanoBiT luminescence; hits give low values. Q14289;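 active = Z-score of -3 or lower, scaled per plate to the spread of control and sample wells; inactive = z-score above -3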;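 note: negative z-score means lost luminescence so less FERM oligomerization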
MT1-MMP txn act = activates MT1-MMP transcription | HT1080 MT1-MMP promoter luciferase reporter, luminescence, overnight; hits give high values | activation factor at 10 µM | hit rate 0.16% among 86,000;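 active = activation factor of at least 2 for MT1-MMP transcription at 10 µM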
CYP2C9 inh = human CYP2C9 inhibition; P11712; CYP2C9 Supersomes, luciferin-H conversion, luminescence; inhibition, % at 5 µM; hit rate 20% among 96,000; AID 777;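 active = blocking of liver enzyme CYP2C9 beyond about 50% at 5 µM, limit read from the data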; note: values of inactives mirror those of a sister screen read the other way
Mac1 fbg inh = inhibitors of human CD11b/CD18 binding to fibrinogen; K562 CD11b/CD18 adhesion to fibrinogen, ATPlite luminescence; Mn2+ added to activate the integrin; inhibition, % at 10 µM; hit rate 0.54% among 93,000;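 active = primary inhibition of 50% or more at 10 µM, then 40% or more on retest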; note: some results filed as inactive read as strong as hits
CYP2C19 inh = blocks human cytochrome P450 2C19. CYP2C19 Supersomes, luciferin-H EGE luminescence, 30 min. P33261. hit rate 21% among 96,000. inhibition, % at 5 µM. AID 778;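 active = CYP2C19 inhibition above a set limit at 5 µM in the primary screen, cut at about 50% in these data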;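 note: plate controls were negative control wells for no effect and 2.5 mM tranylcypromine positive control for full effect; values of inactives mirror those of a sister screen read the other way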
CYP2C19 act = cytochrome P450 2C19 (human) activation; activation factor at 5 µM; P33261; recombinant CYP2C19, luciferin-H EGE luminescence; hits give high values; 0 = fully inhibited enzyme, 1 = untreated enzyme; 96,000 tested, under 10 active;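 active = activation factor of at least 2 at 5 µM in the primary screen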;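 note: 0 = wells with 2.5 mM tranylcypromine and 1 = vehicle-only wells; values of inactives mirror those of a sister screen read the other way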
PLAP activator = human PLAP activation; activation fold at 20 µM; purified PLAP enzyme, luminescent substrate read-out; hits give high values; P05187; AID 696; hit rate 1.2% among 96,000; in the data active = activation fold above about 2
CYP2C9 activ = increases human cytochrome P450 2C9 activity | P11712 | recombinant CYP2C9, luciferin-H conversion, luminescence; hits give high values; factor 1 = untreated enzyme, 0 = blocked | activation factor at 5 µM | hit rate 1.4% among 96,000;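 active = activation factor of 2 or more for CYP2C9 at a 5 µM dose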;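 note: 0 = sulfaphenazole-blocked wells and 1 = vehicle-only wells; values of inactives mirror those of a sister screen read the other way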
Starred values were filed as active, the others as inactive; . = no result given.

SMILES	Mac1 fbg enh	PTK2B oligo ant	MT1-MMP txn act	CYP2C9 inh	Mac1 fbg inh	CYP2C19 inh	CYP2C19 act	PLAP activator	CYP2C9 activ
Cc1ccccc1CNC(=O)c1ccc(CSCc2ccccc2)cc1	16	-0.35	.	6	5	-1	1	0.9	0.9
CCCCCC(=O)NC(NC(=S)Nc1ccc(S(N)(=O)=O)cc1)C(Cl)(Cl)Cl (centres undefined)	.	0.18	.	93*	.	60*	0.4	1.1	0.1
O=C(c1cc(N2CCCCC2)nc2ccccc12)N1CCOCC1	3	1	1.1	9	-10	0	1	1.5	0.9
CCN(CC)C(=O)CSc1nnc(CCN)o1	-1	2.1	1.1	53*	-6	48	0.5	1.2	0.5
CCOC(=O)c1nnn(-c2nonc2-n2cccc2)c1CN1CCC(C)CC1	.	-0.34	1.1	10	.	-8	1.1	1.2	0.9
Cc1nc(C)n(C(=O)N(c2ccccc2)c2ccccc2)n1	-1	-0.18	1.2	22	4	43	0.6	0.8	0.8
CCO/C=C/C(=O)N(C)CCC#N	-2	-0.03	1.1	-11	-6	-12	1.1	0.9	1.1
CC(C)C(NC(=O)C1CCCCC1)C(=O)NC1CCN(Cc2ccccc2)CC1 (centres undefined)	.	.	1.1	-6	.	0	1	1	1.1
c1ccc(-c2nnc3sc(-c4ccncc4)nn23)cc1	2	-0.75	1.1	14	-21	44	0.6	0.8	0.9
CCOC(=O)C1=C(C)NC2=C(C(=O)CCC2)C1c1ccc(N(C)C)cc1 (centres undefined)	-7	0.74	1.1	29	-9	31	0.7	1.1	0.7
Cc1ccc(NCCC(=O)c2cccc([N+](=O)[O-])c2)cc1	-2	-1.2	.	36	-19	94*	0.1	0.8	0.6
CC(=O)Nc1ccc(C(=O)CSc2nnc(-c3ccc(O)cc3)n2CC2CCCO2)cc1 (centres undefined)	-3	-0.61	1	48	-5	31	0.7	1.4	0.5
O=C(O)CSCC(=O)Nc1cccc2ccccc12	-1	0.85	1.2	-7	2	-21	1.2	1.3	1.1
CCSc1nnc(-c2cccnc2)n1-c1ccc(Cl)c(C)c1	0	0.4	1	12	-8	13	0.9	1.1	0.9
CC1CCCCN1CCn1cnc2c([nH]c3ccccc32)c1=O (centres undefined)	1	.	1.2	16	-4	22	0.8	0.9	0.8
O=C1NCCCc2c1no[n+]2[O-]	3	0.21	1.1	-22	-11	-3	1	0.9	1.2
Cc1cccc(Cn2ccc(-c3ccc(Cl)cc3)c(C#N)c2=O)c1	-4	0.66	.	31	-5	15	0.9	1	0.7
O=C(CCn1cnc2ccccc2c1=O)Nc1ccc(S(=O)(=O)N2CCCC2)cc1	9	-0.31	1	41	-5	5	0.9	0.9	0.6
CC1CCc2nc(N)c(C#N)c(-c3ccncc3)c2C1 (centres undefined)	-1	0.55	1.1	-9	5	-1	1	1.4	1.1
O=C(CCn1c(=O)c2ccccc2n(CC(=O)NC2CCCC2)c1=O)NCc1ccco1	-1	-0.01	1.1	54*	-15	16	0.8	1	0.5
Cc1nnc(SCC(=O)Nc2nc(-c3ccccc3)cs2)n1N	1	-0.01	1.2	-6	2	-2	1	1.1	1.1
Cc1ccc(C)n1-n1c(C)nc2sc(-c3ccccc3)cc2c1=O	-2	-0.48	1.2	12	48	12	0.9	1.4	0.9
Cc1nc(-c2ccc(NS(C)(=O)=O)cc2)cs1	0	1.8	.	3	-13	-11	1.1	1	1
O=C(Cn1c(=O)sc2ccccc21)Nc1ccccc1	0	-0.91	.	60*	-1	43	0.6	0.8	0.4
C=CCn1c(SCC(=O)OCC)nc2cc(C(=O)NCc3ccco3)ccc2c1=O	1	-0.45	1.2	54*	-6	23	0.8	0.9	0.5

(list continues)
SMILES	Mac1 fbg enh	PTK2B oligo ant	MT1-MMP txn act	CYP2C9 inh	Mac1 fbg inh	CYP2C19 inh	CYP2C19 act	PLAP activator	CYP2C9 activ
Clc1cccc(Cl)c1Cn1cnc2c(NCc3ccco3)ncnc21	1	-2.4	.	14	0	-7	1.1	0.9	0.9
O=C(CCn1[nH]c(=O)c2ccccc2c1=O)OC1CCCCC1	0	-0.96	1.1	23	2	81*	0.2	1.1	0.8
O=C1C2C3C=CC(C3)C2C(=O)N1c1ccc(Cc2ccncc2)cc1 (centres undefined)	.	1	1	80*	.	71*	0.3	0.9	0.2
CC1CCCN(C(=O)Cn2cnc3c2c(=O)n(C)c(=O)n3C)C1 (centres undefined)	2	0.17	.	0	-33	-5	1	1	1
CC1CCCN(C(=O)CN2CCN(C(=O)c3ccco3)CC2)C1 (centres undefined)	4	1.4	1.2	-23	-1	-12	1.1	1.4	1.2
CC(C)Cn1c(-c2csc3ccccc23)n[nH]c1=S	-4	-0.16	.	34	8	78*	0.2	1.1	0.7
COC(=O)c1ccc(NC(=O)c2cccc(OC)c2)cc1	0	0.55	1.3	2	-2	49	0.5	0.8	1
COCCN1Cc2cccc(C(=O)NCc3cccnc3)c2C1=O	0	.	1.1	8	-3	78*	0.2	0.9	0.9
C=CCn1c(SCC(=O)c2cccs2)nnc1-c1cccc(OC)c1	-6	1.6	1	6	-3	21	0.8	1.1	0.9
Fc1cccc(CN2CCN3CCCC3C2C2CCCCC2)c1 (centres undefined)	.	-0.42	.	-6	.	10	0.9	1.3	1.1
CC(=O)N(C(C)=O)c1c(C#N)c(C)n(-c2ccccc2)c1C(=O)c1ccccc1	6	1	0.9	9	-1	71*	0.3	0.9	0.9
Cc1cc(C)cc(-c2nnc(SCC(=O)NCc3cccs3)o2)c1	.	0.35	1.1	-10	.	47	0.5	1.2	1.1
C=CCc1ccccc1OCC(O)CN1CCN(c2ccc(C)cc2)CC1 (centres undefined)	-3	-0.37	1.1	-34	4	30	0.7	1.3	1.3
COc1cc(C(=O)O/N=C2\CCCc3c2ccc(OC)c3[N+](=O)[O-])cc(OC)c1OC	2	0.6	1.1	-10	-5	-5	1	1	1.1
O=C(CN1CCN(Cc2ccccc2Cl)C1=O)NC1CCCCCCC1	2	0.29	.	-7	-26	72*	0.3	1.6	1.1
COC(=O)CCC(NC(=O)OCc1ccccc1)C(=O)NC(CC(C)C)C(=O)OC (centres undefined)	.	0.48	1.1	68*	.	36	0.6	1.1	0.3
Cc1cc(NC(=O)CC23CC4CC(C2)CC(CC(=O)Nc2cc(C)on2)(C4)C3)no1	1	-0.52	1.2	11	-6	14	0.9	1	0.9
Cc1cc(C)c(S(=O)(=O)Nc2ccc(-c3cn4ccccc4n3)cc2)c(C)c1	2	-1.9	.	22	16	6	0.9	1.1	0.8
Cc1cccn2c(=O)c3cc(C#N)c(=NC(=O)c4ccncc4)n(CCCOC(C)C)c3nc12	-1	3.1	1.2	87*	4	94*	0.1	1.7	0.1
CCOC(=O)c1ccccc1Oc1c(F)c(F)nc(NCCO)c1F	-5	0.02	1	51*	48	62*	0.4	1	0.5
Cc1ccc2cc(CN(CC3CCCO3)C(=O)NC3CCCCC3)c(=O)[nH]c2c1C (centres undefined)	-1	-0.63	0.9	24	-7	14	0.9	1.6	0.8
Cc1ccc(C(OC(=O)c2ccco2)C(=O)NCc2cccs2)cc1 (centres undefined)	8	-0.9	1.1	48	3	18	0.8	0.9	0.5
N#CC(C(=O)C1CCCCC1)c1nc2ccccc2[nH]1 (centres undefined)	11	-1.6	0.8	42	-36	18	0.8	0.8	0.6
CCC(Sc1nncn1C)C(=O)Nc1nnc(-c2ccc(Cl)cc2)s1 (centres undefined)	-7	.	1.2	33	4	17	0.8	1.4	0.7
CCNC(=O)c1c(NC(C)=O)sc2c1CCCC2	.	0.83	1.1	4	.	-8	1.1	1.2	1

Profiles, quoted from the list.
CC1CCCCN1CCn1cnc2c([nH]c3ccccc32)c1=O (centres undefined) as listed: Mac1 fbg enh: 1; PTK2B oligo ant: .; MT1-MMP txn act: 1.2; CYP2C9 inh: 16; Mac1 fbg inh: -4; CYP2C19 inh: 22; CYP2C19 act: 0.8; PLAP activator: 0.9; CYP2C9 activ: 0.8
Fc1cccc(CN2CCN3CCCC3C2C2CCCCC2)c1 (centres undefined) as listed: Mac1 fbg enh: .; PTK2B oligo ant: -0.42; MT1-MMP txn act: .; CYP2C9 inh: -6; Mac1 fbg inh: .; CYP2C19 inh: 10; CYP2C19 act: 0.9; PLAP activator: 1.3; CYP2C9 activ: 1.1

The results go on.
SMILES	Mac1 fbg enh	PTK2B oligo ant	MT1-MMP txn act	CYP2C9 inh	Mac1 fbg inh	CYP2C19 inh	CYP2C19 act	PLAP activator	CYP2C9 activ
Cc1ccc(-c2noc(CCCc3ccccc3)n2)cc1	.	-0.78	1.1	-8	.	-5	1	1.1	1.1
O=C(C1CCN(S(=O)(=O)c2cnc[nH]2)CC1)N1CCN(c2ncccn2)CC1	2	-0.3	1.1	-16	-9	-17	1.2	1	1.2
c1ccc2cc3[nH]c(CN4CCCCC4)nc3cc2c1	2	.	1.4	42	-5	83*	0.2	1.8	0.6
O=C(CSc1ncnc2c1cnn2-c1ccccc1Cl)N1CCN(C(=O)c2ccco2)CC1	1	0.48	1	41	10	14	0.9	1.2	0.6
O=C(CCn1c(=O)oc2ccccc21)N1CCN(C(c2ccccc2)c2ccccc2)CC1	-1	-1.2	1.4	66*	9	4	1	1.5	0.3
COc1ccc(C2C(C(=O)Nc3cccc(C)n3)CCC(=O)N2c2ccc(OC)cc2)cc1 (centres undefined)	-4	.	1.3	20	-6	23	0.8	1.4	0.8

Among those listed so far, these contain a halogen:
SMILES	Mac1 fbg enh	PTK2B oligo ant	MT1-MMP txn act	CYP2C9 inh	Mac1 fbg inh	CYP2C19 inh	CYP2C19 act	PLAP activator	CYP2C9 activ
CCCCCC(=O)NC(NC(=S)Nc1ccc(S(N)(=O)=O)cc1)C(Cl)(Cl)Cl (centres undefined)	.	0.18	.	93*	.	60*	0.4	1.1	0.1
CCSc1nnc(-c2cccnc2)n1-c1ccc(Cl)c(C)c1	0	0.4	1	12	-8	13	0.9	1.1	0.9
Cc1cccc(Cn2ccc(-c3ccc(Cl)cc3)c(C#N)c2=O)c1	-4	0.66	.	31	-5	15	0.9	1	0.7
Clc1cccc(Cl)c1Cn1cnc2c(NCc3ccco3)ncnc21	1	-2.4	.	14	0	-7	1.1	0.9	0.9
Fc1cccc(CN2CCN3CCCC3C2C2CCCCC2)c1 (centres undefined)	.	-0.42	.	-6	.	10	0.9	1.3	1.1
O=C(CN1CCN(Cc2ccccc2Cl)C1=O)NC1CCCCCCC1	2	0.29	.	-7	-26	72*	0.3	1.6	1.1
CCOC(=O)c1ccccc1Oc1c(F)c(F)nc(NCCO)c1F	-5	0.02	1	51*	48	62*	0.4	1	0.5
CCC(Sc1nncn1C)C(=O)Nc1nnc(-c2ccc(Cl)cc2)s1 (centres undefined)	-7	.	1.2	33	4	17	0.8	1.4	0.7
O=C(CSc1ncnc2c1cnn2-c1ccccc1Cl)N1CCN(C(=O)c2ccco2)CC1	1	0.48	1	41	10	14	0.9	1.2	0.6

High-throughput results (PubChem)
